HP1b chromo inh – inhibitors of HP1-beta chromodomain binding to methylated histone tails; AlphaScreen HP1-beta / biotin-H3K9me3 peptide binding; 390,000 compounds, 0.56% hits; P83916; Potency, µM (titrated, usually from 114 µM), inactives show top-dose activity change, negative = inhibition, most hits filed as inhibitors; further: potency means the concentration at half of the fitted maximal effect; nearly all actives have a fitted effect of over 70% in size; inactives centre near 23
Target sequence (P83916 whole entry, looked up): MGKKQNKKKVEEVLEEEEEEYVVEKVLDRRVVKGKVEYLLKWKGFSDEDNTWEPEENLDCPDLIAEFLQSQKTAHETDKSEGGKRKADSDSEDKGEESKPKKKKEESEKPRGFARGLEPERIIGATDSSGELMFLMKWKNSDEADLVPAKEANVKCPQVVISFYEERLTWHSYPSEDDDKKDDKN
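HP1-beta protein (50 nM final) preincubated 30 min at room temperature with biotinylated H3(1-18)K9me3 peptide (50 nM) in PBS pH 7.4, 0.01% Tween-20, then compound added for 30 min. AlphaScreen streptavidin donor/nickel chelate acceptor beads (10 ug/mL final), 30 min dark, luminescence read.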
G9a block – blocks human histone lysine methyltransferase G9a | Potency, µM (series often up to 102 µM), without a hit: at the top dose activity, negative = inhibition, usual class: inhibitors | AID 504332 | G9a H3K9 monomethylation, AlphaScreen, 2 h | 350,000 compounds, 8.8% hits | Q96KQ7; further: potency means the concentration at half of the fitted maximal effect; on the % scale 0 is the no-effect control and ±100 the full control effect; nearly all actives have a fitted effect of over 75% in size
Target sequence (Q96KQ7 913-1193 limits assumed): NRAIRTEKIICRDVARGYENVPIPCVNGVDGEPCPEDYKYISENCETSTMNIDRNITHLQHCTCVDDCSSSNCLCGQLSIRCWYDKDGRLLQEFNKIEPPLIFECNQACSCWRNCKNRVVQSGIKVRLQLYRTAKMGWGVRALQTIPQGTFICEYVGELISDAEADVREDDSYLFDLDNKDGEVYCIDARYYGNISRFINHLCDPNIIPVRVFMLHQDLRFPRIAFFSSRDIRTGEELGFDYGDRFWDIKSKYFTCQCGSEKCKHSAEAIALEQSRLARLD
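Quantitative HTS format: methyltransferase activity on a biotin-tagged H3K9 peptide is measured by AlphaScreen, using a rabbit anti-monomethyl-H3K9 antibody with streptavidin donor and anti-IgG acceptor beads. Final levels are 20 nM enzyme, 500 nM peptide, 20 uM SAM; 2 h RT.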
Pin1 inhibitor – inhibitors of human Pin1; Pin1 FP peptide displacement, HiFluor488, 10 min; Potency, µM (highest dose often 115 µM), without a hit: at the top dose activity, negative = inhibition, hits mostly inhibitors; 390,000 compounds, 0.009% hits; AID 504891; active means well fitted inhibition curve with a large enough effect in the polarisation, with a control signal flat, not every such curve was filed as active; inconclusive means small, poorly fitted or top-dose-only effect, or effect the other way, or a change in a side signal; inactive means no such curve, though single readings can be large or run the other way; the % refers to the polarisation; further: potency means the concentration at half of the fitted maximal effect; on the % scale 0 is the no-effect control and ±100 the full control effect
PI4K2A block – PI4K2A (human) kinase inhibition | Q9BTU6 | purified PI4K2A, ADP-Glo luminescence, 1 h; hits give low values | activity change, negative = inhibition, % at 76.9 µM | 420,000 compounds, 0.13% hits; in the data active means activity change below about -50%; inconclusive means mostly about -30% to -49%;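 further: -100% = wells without enzyme as full effect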
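Compounds are screened against recombinant PI4K2A using PI as substrate and ATP, the latter dispensed at 300 microM. Reactions run one hour at ambient temperature before ADP-Glo detection; full inhibition defined by wells lacking enzyme.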
ERG Ets-DNA blk – ERG Ets/DNA interaction inhibition. 370,000 compounds, 0.028% hits. fluorescence polarization, His-ERG Ets domain / labelled DNA. AID 624246. Potency, µM (titrated, usually from 76.9 µM), without a hit: at the highest dose FP activity, negative = inhibition, most hits filed as inhibitors; active means well fitted inhibition curve with a large enough effect in the polarisation, with a control signal flat; inconclusive means small, poorly fitted or top-dose-only effect, or effect the other way, or a change in a side signal; inactive means no such curve, though single readings can be large or run the other way; the % refers to the polarisation;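 further: polarization taken with two DNA probes labelled with fluorescein and Texas red; potency means the concentration at half of the fitted maximal effect; % of control where 0% means no effect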
Target sequence (P11308 whole entry, looked up, the tested form may be a part): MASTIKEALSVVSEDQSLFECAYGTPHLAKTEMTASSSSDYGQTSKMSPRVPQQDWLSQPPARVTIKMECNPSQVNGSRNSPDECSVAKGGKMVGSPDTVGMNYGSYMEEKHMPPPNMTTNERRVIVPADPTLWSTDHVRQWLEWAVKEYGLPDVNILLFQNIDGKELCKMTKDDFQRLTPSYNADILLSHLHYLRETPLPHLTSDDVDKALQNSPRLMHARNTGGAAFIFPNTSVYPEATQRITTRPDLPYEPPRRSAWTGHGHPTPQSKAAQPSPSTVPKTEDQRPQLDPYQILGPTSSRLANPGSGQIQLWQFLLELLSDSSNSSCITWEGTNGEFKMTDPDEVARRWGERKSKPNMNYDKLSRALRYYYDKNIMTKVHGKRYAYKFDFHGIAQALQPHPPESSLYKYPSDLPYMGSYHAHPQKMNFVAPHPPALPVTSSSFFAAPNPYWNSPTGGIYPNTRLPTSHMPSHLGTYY
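His-tagged ERG Ets domain (1 uM in the protein solution; 300mM KCl, 50mM Tris-HCl, 1mM EDTA, 1mM DTT, pH 7.5) received compound, then a probe mix of 5 nM fluorescein-DNA and 100nM Texas-615-DNA. Fluorescence polarization was read for both dyes.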
JMJD2A Tudor inh – JMJD2A Tudor domain (human) inhibition; 390,000 compounds, 4.4% hits; O75164; AID 504339; Potency, µM (highest dose often 114 µM), without a hit: at the top dose activity change, negative = inhibition, usual class: inhibitors; AlphaScreen JMJD2A-Tudor / H3K4me3 peptide binding; further: potency means the concentration at half of the fitted maximal effect; on the % scale 0 is the no-effect control and ±100 the full control effect; nearly all actives have a fitted effect of over 50% in size
BAZ2B inh – inhibitors of human BAZ2B bromodomain; Q9UIF8; AlphaScreen BAZ2B-H3K14Ac peptide displacement; Potency, µM (highest dose often 114 µM), inactives show at the top dose activity change, negative = inhibition, usual class: inhibitors; 360,000 compounds, 4.4% hits; further: potency means the concentration at half of the fitted maximal effect; on the % scale 0 is the no-effect control and ±100 the full control effect; nearly all actives have a fitted effect of over 60% in size
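AlphaScreen luminescence quantifies BAZ2B engagement of H3K14Ac peptide; the protein and biotinylated peptide are both at 50 nM final, buffer PBS pH 7.4 with 0.01% Tween-20, all steps at room temperature.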
Tb PGK inh – inhibitors of T. brucei phosphoglycerate kinase; Potency, µM (doses to about 57.5 µM), inactives show top-dose activity change, negative = inhibition, hits mostly inhibitors; PGK/GAPDH coupled, Kinase-Glo luminescence, 60 min; P07378; 380,000 compounds, 0.043% hits; further: potency means the concentration at half of the fitted maximal effect; on the % scale 0 is the no-effect control and ±100 the full control effect; nearly all actives have a fitted effect of over 60% in size
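Luminescent ATP detection (Kinase-Glo Plus) follows a 60-minute room-temperature incubation, with wells lacking PGK as controls. Buffer: 100 mM TEA (pH 7.6), 5 mM MgCl2, 0.01% Tween-20. Coupling enzyme GAPDH (100 nM final) supplies unstable 1,3-BPG in-well.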
GLS inhibitor – glutaminase GLS (human) inhibition; Potency, µM (highest dose often 45.5 µM), for inactives: at the top dose activity change, negative = inhibition, usual class: inhibitors; GLS enzymatic activity, qHTS titration; AID 624170; 410,000 compounds, 0.21% hits; O94925; further: potency means the concentration at half of the fitted maximal effect; on the % scale 0 is the no-effect control and ±100 the full control effect
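Read-out is an Amplex red fluorescence increase coupled through glutamate oxidase and HRP, measured before and after 30 min room-temperature incubation. hKGA is in 45 mM KH2PO4 (pH 8.2) with 0.02% Tween-20; glutamine added as 1mM solution.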
Starred values were filed as active, the others as inactive; i = inactive; ? = inconclusive; . = not tested or not shown; & = joins results of further samples; [ ] = another dose, or the depositor's remark. Unless noted, the call rests on the fitted dose curve; in most records, active means well fitted curve in the direction sought with a large enough effect; inconclusive means small, poorly fitted or top-dose-only effect, or another doubt; inactive means no such curve, though single readings can be large; an effect the other way counts as inactive or inconclusive.

Results follow in this order: HP1b chromo inh | G9a block | Pin1 inhibitor | PI4K2A block | ERG Ets-DNA blk | JMJD2A Tudor inh | BAZ2B inh | Tb PGK inh | GLS inhibitor
- CCCOc1ccc(NC(=O)CC2C(=O)N(C)C(=S)N2Cc2ccc3c(c2)OCO3)cc1 (stereo not drawn)
    16% | -3%[59 µM] | -4% | -2 | 8% | -6% | 0% | -7% | 5%
- O=C(Nc1cccnc1)/C(N=Nc1c(Cl)cccc1Cl)=C(\O)c1ccccc1
    13% | -12%[59 µM] | 3% | 0 | -3% | -5% | -4% | 0% | 7%
- O=C(c1ccc(CS(=O)c2ccccc2Cl)o1)N1CCN(c2cccc(C(F)(F)F)c2)CC1 (stereo not drawn)
    10% | ? | -2% | -1 | 1% | -31% | ? | -1% | -2%
- Cn1cnnc1SCC(=O)NCc1ccccc1
    23% | 1%[12.7 µM] | 2% | 10 | -6% | 4% | -4% | -6% | 3%
- CCC1(O)CC2CN(CCc3c([nH]c4ccccc34)C(C(=O)OC)(c3cc4c(cc3OC)N(C=O)C3C(O)(C(=O)OC)C(OC(C)=O)C5(CC)C=CCN6CCC43C65)C2)C1 (stereo not drawn)
    30% | . | 0% | 1 | 8% | -22% | . | -3% | 4%
- O=C1C=C(NCc2ccco2)CC(c2ccc(Cl)cc2)C1 (stereo not drawn)
    2% | 6%[12.7 µM] | 23% | -12 | 1% | -23% | -1% | i | -11%
- COc1ccc(NC(=O)c2cc(CC(C)C)nc3ccccc23)cc1
    40%[activator] | 0% | 2% | 1 | 11% | -7% | -24% | i | -5%
- COc1ccc(C(=O)NC(=S)N2CCOCC2)cc1[N+](=O)[O-]
    39% | 35µM* | ? | -3 | -6% | -4% | -16% | -2% | 7%
- Cn1cc(CN2CCC(n3nccc3NC(=O)Cc3ccccc3)CC2)cn1
    27% | 7% | -2% | 2 | -11% | 4% | -7% | -1% | -6%
- Cc1ccc(CN2CCN(C(=O)CCc3ccccc3)CC2)cc1
    43%[activator] | -8% | 81%[activator] | -1 | 0% | -19% | -18% | 5% | 3%
- COC(=O)c1sccc1NC(=O)COc1ccccc1Cl
    44%[activator] | 15%[59 µM] | 5% | 0 | -1% | 12% | 5% | -9% | -6%
- CCOC(=O)c1cc(-c2ccc(C)cc2)n(CC(=O)Nc2cccc(C(C)=O)c2)c1C
    43%[activator] | 13%[59 µM] | 5% | 7 | 0% | -3% | -31% | -9% | 0%
- Cc1cnc(C(=O)N2CCN(c3ccc(C(F)(F)F)cn3)CC2)cn1
    16% | 33% | -4% | 0 | -3% | 4% | 2% | 9% | -2%
- Cc1ccc(CCNc2nc3ccccc3c3nc(-c4cccnc4)nn23)cc1
    24% | 0%[59 µM] | -10% | -2 | -1% | -8% | -1% | -2% | -12%
- COc1cccc(C(=O)Nc2ccc(S(=O)(=O)N3CCN(C)CC3)cc2)c1
    6% | -13% | 1% | -1 | 1% | -9% | 1% | 12% | -2%
- O=C(COC(=O)Cc1ccsc1)NNC(=O)c1ccccc1
    32% | . | 0% | -1 | 0% | -1% | . | 10% | 20%
- Cc1ccc(NC(=O)CCc2ccc(S(=O)(=O)N3CCOCC3)cc2)c(O)c1
    12% | . | 1% | 1 | -3% | -12% | . | 8% | 6%
- COc1ccc(C(C(O)C(=O)c2c[nH]c3ccccc23)N2CCN(c3ccccc3)CC2)cc1 (stereo not drawn)
    -33% | 25µM* | 5% | -1 | -9% | ? | ? | -4% | 0%
- CCOc1ccc(S(=O)(=O)N=C(c2ccccc2)N2CCOCC2)cc1
    13%[57 µM] | . | 3% | 4 | -2% | -5% | . | -1% | -11%
- CCCc1nc2ccccc2c(C(=O)OCC(=O)c2ccc3c(c2)NC(=O)CO3)c1CC
    25% | 17%[12.7 µM] | 4% | 0 | -2% | 5% | 7% | -4% | .
- CC1CC(C)CN(CCCNC(=O)c2cn(C)c3ccc(S(=O)(=O)N4CCCC4)cc3c2=O)C1 (stereo not drawn)
    25% | -2% | -1% | 2 | 0% | -7% | -34% | 0% | -1%
- N=C1C(c2ccccc2)=C(O)CN1c1cccc(S(N)(=O)=O)c1
    22% | 19%[59 µM] | 0% | 6 | 24% | -12% | -5% | -5% | 0%
- Cc1ccc(NC(=O)c2nc[nH]c2C(=O)N2CCOCC2)c(C(=O)c2ccccc2)c1
    38% | 11% | ? | -1 | -1% | -19% | ? | 6% | 1%
- CCOC(=O)C1=CC(=O)CC(C)(C)O1
    25% | . | -6% | -7 | 4% | -9% | . | -9% | 2%
- COc1cccc(NC(=O)COc2ccccc2C(N)=O)c1
    28% | 2%[59 µM] | -2% | -1 | -3% | -10% | -3% | -10% | 2%
- CCOC(=O)c1coc(C(=O)OCC)c1C(=O)OCC
    10%[57 µM] | . | -9% | 1 | -15% | 8% | . | -9% | -5%
- C=CCn1c(SCC(=O)Nc2ccc(Br)cc2)nc(O)c(CC)c1=O
    25% | . | -1% | -6 | -3% | -19% | -13% | -5% | 0%
- COc1ccc(-c2nc(CS(=O)CC(=O)NCc3ccc(F)cc3)c(C)o2)cc1 (stereo not drawn)
    4% | ? | 0% | 2 | -3% | -20% | ? | -3% | -2%
- O=C(/C=C\Nc1ccc2c(c1)OCO2)c1ccc(Cl)s1
    35% | ? | ? | 2 | 6% | ? | ? | -5% | 2%
- O=C(Nc1cccc(S(=O)(=O)N2CCCCC2)c1)c1ccc(S(=O)(=O)C(F)F)cc1
    1% | ? | 5% | 0 | 10% | -22% | -21% | 1% | -7%
- COc1ccccc1N1CCN(c2ccc3cc(S(=O)(=O)N4CCCCC4)ccc3n2)CC1
    51%&66%[activator] | -4%[59 µM] | -1%&22% | -3&2 | -9%&2% | 4%&22% | 0%[57.1 µM] | -6% | -3%&0%
- O=C(/C=C/c1ccc2c(c1)OCO2)NCc1ccc(F)cc1
    40%[activator] | ? | -3% | 7 | 3% | 4%[57.1 µM] | -3% | i | 0%
- Cc1ccc(-c2nc(SCC(=O)NCC3CCCO3)c(-c3ccc(C)cc3)[nH]2)cc1 (stereo not drawn)
    -2%&20% | -3%[59 µM] | -7%&3% | 1&2 | 7%&12% | -21%&-8% | -9%&-2% | -4% | -3%&16%
- N/C(CSc1ccc(Cl)cc1)=N\NC(=O)c1ccncc1
    16% | 43%[12.7 µM] | -5% | 0 | 16% | -14% | 16% | 0% | -1%
- CCOC(=O)Nc1sc2c(c1C(=O)OCC)CCC2
    50% | 5% | 0% | 4 | -4% | 28% | ? | i | 1%
- COC(=O)NCC(C)OC(=O)Nc1ccc(Cl)cc1 (stereo not drawn)
    11% | 7% | 1% | -1 | -6% | -8% | -12% | -10% | 0%
- O=C(C[n+]1cccc(/C=N/O)c1)N1CCCCCC1
    33% | -33% | 0% | 1 | 4% | 7% | 4% | 8% | 14%
- O=C(COC(=O)c1cnccn1)Nc1cc(S(=O)(=O)N2CCOCC2)ccc1Cl
    7% | . | -11% | 3 | -2% | -17% | . | -1% | 7%
- CC(C)CC(=O)N1CCN(C(=O)c2cccc(F)c2)CC1
    35% | 22%[59 µM] | 0% | -4 | 4% | -11% | 12% | -11% | 4%
- C=C(C)C1Cc2c(C)nn(-c3ccccn3)c2C1 (stereo not drawn)
    93%[activator] | 3% | -5% | -3 | 6% | 32% | 13% | -4% | 7%
- COc1ccc2sc(SCCCS(=O)(=O)O)[n+](CCCS(=O)(=O)[O-])c2c1
    27% | ? | 17% | -10 | -7% | 16µM* | 56µM* | 4% | 15%
- O=C(CN1C(=O)NC(CCc2ccccc2)C1=O)N1CCCCCC1 (stereo not drawn)
    35% | . | -8% | -1 | -1% | 1% | . | 4% | -2%
- CN(CCOc1ccc(Cl)cc1)C(=O)c1cc(-c2ccco2)nc2ccccc12
    -6% | -42%[12.7 µM] | 29% | -1 | 1% | -22% | -31% | -9% | 5%
- O=C(CSc1ccccc1F)NCCN1C(=O)CSC1=O
    21% | . | 2% | -2 | -3%[15.4 µM] | -8% | . | i | 1%
- FC(F)(F)c1cnc(-n2cc[nH]c2=S)c(Cl)c1
    29% | 32µM* | -9% | 7 | 7% | 79µM* | 13% | -2% | 18%
- CCSc1nnc(-c2ccc(C)cc2)c2ccccc12
    49%[activator] | 25%[59 µM] | 1% | 6 | -1% | 12% | 16% | 2% | 18%
- N#Cc1cn(-c2ccccc2)nc1-c1ccccc1
    18% | 8% | 2% | 0 | . | -3% | 6% | -2% | 9%
- Cn1cnnc1SCC(=O)Nc1cc(S(=O)(=O)N2CCCCCC2)ccc1Cl
    31% | 3%[59 µM] | 2% | 5 | 5% | -3% | 3% | -2% | -5%
- COc1ccc2c(c1)[nH]c1c(=O)n(CCCN3CCOCC3)cnc12
    19% | 4%[2.33 µM] | 4% | 1 | -3% | -8% | 0% | -6% | -2%
- CCCNC(=O)[C@@H]1CCCN1C(=O)[C@@H]1Cc2ccccc2CN1
    0% | -5% | -3% | 10 | -11% | -6% | -37% | -1% | 12%
- COc1ccc([C@H]2CC(=O)C=C(c3cc(Cl)ccc3OC)C2)cc1
    44%[activator] | -11%[0.501 µM] | -6% | 0 | -8% | -11% | 1% | i | 3%
